Screens as filed in PubChem.
WRN inhibitor = qHTS for Inhibitors of WRN Helicase | Bifunctional 3'-5' exonuclease/ATP-dependent helicase WRN (Homo sapiens), Q14191 | WRN helicase unwinding, fluorescent forked duplex, kinetic | Potency, µM (highest dose often 114 µM), without a hit: at the highest dose activity change, negative = inhibition, usual class: inhibitors | 0.46% of 360,000 active | AID 651768, 2012; further: potency means the concentration at half of the fitted maximal effect; on the % scale 0 is the no-effect control and ±100 the full control effect; nearly all actives have a fitted effect of over 55% in size
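WRN at 20 nM final preincubated with compound 15 min at room temperature; reaction started with 100 nM fluorophore/quencher forked duplex oligonucleotide and 2 mM ATP final. Unwinding followed kinetically by red fluorescence (ex 525, em 598 nm).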
PI5P4Ka inh = qHTS for Inhibitors of phosphatidylinositol 5-phosphate 4-kinase (PI5P4K); Phosphatidylinositol 5-phosphate 4-kinase type-2 alpha (Homo sapiens), P48426; PI5P4Kalpha enzyme, ADP-Glo luminescence, 60 min; stronger effect = lower value; max response, %; 1.2% of 330,000 active; AID 652105, 2013; active means max response of -50% or lower; inconclusive means between -30% and -50%; inactive means -30% or higher; further: value at the top dose of about 77 µM; on the % scale 0 is the no-effect control and ±100 the full control effect
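Human PI5P4Kalpha with substrate in 0.038 M HEPES pH 7.4, 0.28 mM EGTA, 0.1% CHAPS, 5% DMSO; reaction started with 5 microM ATP (final), 60 min at room temperature. ADP formed read by ADP-Glo luminescence.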
EPAC2 antagonist = qHTS for Antagonist of cAMP-regulated guanine nucleotide exchange factor 2 (EPAC2): primary screen; Rap guanine nucleotide exchange factor 4 (Homo sapiens), Q8WZA2; EPAC2 GEF exchange of Rap1B-BODIPY-GDP, fluorescence; Potency, µM (doses to about 114 µM), without a hit: top-dose activity, negative = inhibition, hits mostly inhibitors; 0.18% of 360,000 active; further: potency means the concentration at half of the fitted maximal effect; on the % scale 0 is the no-effect control and ±100 the full control effect; nearly all actives have a fitted effect of over 45% in size; many of its hits are not listed in these tables
Target sequence (Q8WZA2 whole entry, looked up): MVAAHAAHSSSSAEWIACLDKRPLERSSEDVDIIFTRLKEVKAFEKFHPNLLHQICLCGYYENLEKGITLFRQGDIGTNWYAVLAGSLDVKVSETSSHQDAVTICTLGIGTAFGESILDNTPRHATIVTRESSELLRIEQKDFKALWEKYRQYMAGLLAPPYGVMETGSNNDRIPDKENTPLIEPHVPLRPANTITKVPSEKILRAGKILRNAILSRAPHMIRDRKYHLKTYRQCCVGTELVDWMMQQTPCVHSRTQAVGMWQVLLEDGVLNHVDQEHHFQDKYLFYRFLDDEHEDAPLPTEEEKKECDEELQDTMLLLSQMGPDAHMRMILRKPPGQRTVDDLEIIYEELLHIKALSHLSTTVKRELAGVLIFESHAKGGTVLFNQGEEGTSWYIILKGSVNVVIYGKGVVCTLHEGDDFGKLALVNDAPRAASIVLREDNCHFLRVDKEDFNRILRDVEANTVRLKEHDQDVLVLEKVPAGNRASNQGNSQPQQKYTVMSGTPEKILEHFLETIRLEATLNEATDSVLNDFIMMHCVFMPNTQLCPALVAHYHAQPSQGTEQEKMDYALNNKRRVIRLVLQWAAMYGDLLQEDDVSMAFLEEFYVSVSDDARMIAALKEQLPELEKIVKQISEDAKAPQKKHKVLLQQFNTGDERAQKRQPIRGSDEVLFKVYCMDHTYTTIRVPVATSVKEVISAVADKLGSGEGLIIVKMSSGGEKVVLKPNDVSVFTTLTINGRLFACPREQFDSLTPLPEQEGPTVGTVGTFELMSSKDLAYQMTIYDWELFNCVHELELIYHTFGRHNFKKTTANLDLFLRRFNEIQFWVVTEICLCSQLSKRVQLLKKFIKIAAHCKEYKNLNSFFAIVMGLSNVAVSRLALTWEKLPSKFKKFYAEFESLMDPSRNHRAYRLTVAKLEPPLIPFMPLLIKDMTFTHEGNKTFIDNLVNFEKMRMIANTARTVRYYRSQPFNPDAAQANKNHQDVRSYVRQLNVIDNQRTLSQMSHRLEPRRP
MmCpn inh = Inhibitors of TCP-1 ring complex (TRiC) of Methanococcus maripaludis (MmCpn): qHTS | 0.031% of 330,000 active | Potency, µM (titrated, usually from 76.9 µM), without a hit: at the top dose activity, negative = inhibition, actives largely listed as inhibitors | purified Mm-Cpn ATPase, ADP Transcreener TR-FRET | Chaperonin Mm-Cpn (Methanococcus maripaludis); further: potency means the concentration at half of the fitted maximal effect; on the % scale 0 is the no-effect control and ±100 the full control effect; nearly all actives have a fitted effect of over 80% in size
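Measured: ADP formation by purified Mm-CPN. Conditions: 25 nM protein, 10 uM ATP, Tris pH 7.4 with Mg2+, K+ and DTT, 37°C for 30 min. Detection: Transcreener HTRF after 30 min at room temperature.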
EPAC1 antag = qHTS for Antagonist of cAMP-regulated guanine nucleotide exchange factor 3 (EPAC1): primary screen; EPAC1 GEF assay, Rap1b-BODIPY-GDP exchange fluorescence; 0.14% of 360,000 active; Potency, µM (series often up to 115 µM), inactives show top-dose activity change, negative = inhibition, usual class: inhibitors; Rap guanine nucleotide exchange factor 3 (Homo sapiens), O95398;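 further: potency means the concentration at half of the fitted maximal effect; plate controls were vehicle for no effect and positive control for full effect; nearly all actives have a fitted effect of over 50% in size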
EPAC1 ag = qHTS for Agonist of cAMP-regulated guanine nucleotide exchange factor 3 (EPAC1): primary screen | Rap guanine nucleotide exchange factor 3 (Homo sapiens), O95398 | 0.073% of 360,000 active | Potency, µM (highest dose often 154 µM), without a hit: at the highest dose activation, hits mostly activators | EPAC1 agonist qHTS, biochemical assay; response scale: 100% = response to 6.5 mM cAMP; further: potency means the concentration at half of the fitted maximal effect; nearly all actives have a fitted effect of over 60% in size
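Nucleotide exchange assay: 100 nM EPAC1 with 250 nM Rap1B loaded with BODIPY-GDP and 50 uM GDP, room temperature. Fluorescence (480/540 nm) read every 5 min for 30 min; signal change normalized to 6.5 mM cAMP as full agonist.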
CCT chaperon mod = High-Throughput Screening for Modulators of Cytosolic Chaperonin Activity. activity change, % (no concentration beside the values), hits read low. purified chaperonin ATPase assay, HTRF ADP detection, 30 min. AID 651819, 2012. 0.3% of 360,000 active; in the data active means activity change below about -30%; further: on the % scale 0 is the no-effect control and ±100 the full control effect
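TRiC at 40 or 20 nM final (batch-dependent) in 30 mM Tris pH 7.4, 100 mM KCl, 5 mM MgCl2, 1 mM DTT, with compound at single 76 uM and 10 uM ATP, 30 min at 37 deg C. ADP detected by HTRF Transcreener, 665/615 ratio.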
PLK1 PBD inh = qHTS for Inhibitors of PLK1-PDB (polo-like kinase 1 - polo-box domain): Primary Screen | Plk1 PBD binding of FITC phosphopeptide, fluorescence polarization | 2.8% of 360,000 active | Serine/threonine-protein kinase PLK1 (Homo sapiens), P53350 | Potency, µM, for inactives: max response, negative = inhibition, usual class: inhibitors; further: potency means the concentration at half of the fitted maximal effect; series mostly up to about 57 µM; on the % scale 0 is the no-effect control and ±100 the full control effect; nearly all actives have a fitted effect of over 65% in size
* = called active by the depositor; [ ] = remark or other dose. Unless noted, the call rests on the fitted dose curve; in most records, active means well fitted curve in the direction sought with a large enough effect; inconclusive means small, poorly fitted or top-dose-only effect, or another doubt; inactive means no such curve, though single readings can be large; an effect the other way counts as inactive or inconclusive. Only part of the results is shown; count on the stated rates, not on these rows.

How did CC(=O)Nc1ccc(NC(=O)CSc2nnc(-c3ccc(NS(C)(=O)=O)cc3)n2C)cc1C do in these assays?
WRN inhibitor: -10%; PI5P4Ka inh: 0; EPAC2 antagonist: 5%; MmCpn inh: 1%; EPAC1 antag: -8%; EPAC1 ag: -6%; CCT chaperon mod: 0.0; PLK1 PBD inh: -3%

Results for CSc1ccc(/C=N/N(C)S(=O)(=O)c2ccc(C)cc2)cc1 ?
WRN inhibitor: -10%; PI5P4Ka inh: 11; EPAC2 antagonist: -7%; MmCpn inh: 0%; EPAC1 antag: -4%; EPAC1 ag: 9%; CCT chaperon mod: 0.6; PLK1 PBD inh: -5%

How did CN(C)S(=O)(=O)c1ccc(C(=O)NCC2(N3CCCCC3)CCCCC2)cc1 do in these assays?
WRN inhibitor: 3%; PI5P4Ka inh: 5; EPAC2 antagonist: 12%; MmCpn inh: -1%; EPAC1 antag: 7%; EPAC1 ag: -2%; CCT chaperon mod: -2.3; PLK1 PBD inh: -14%

Results for CC(=O)N1c2ccc(S(=O)(=O)N3CCC(C(=O)Nc4cc(C)cc(C)c4)CC3)cc2CC1C (stereo not given) ?
WRN inhibitor: 3%; PI5P4Ka inh: 16; EPAC2 antagonist: -10%; MmCpn inh: -1%; EPAC1 antag: -6%; EPAC1 ag: -7%; CCT chaperon mod: 1.6; PLK1 PBD inh: -7%

What do the screens show for `C/C(=N\NS(=O)(=O)c1ccc([N+](=O)[O-])cc1)c1c[nH]c2ccccc12`?
WRN inhibitor: 0%; PI5P4Ka inh: -21; EPAC2 antagonist: 1%; MmCpn inh: -4%; EPAC1 antag: -6%; EPAC1 ag: -8%; CCT chaperon mod: -0.3; PLK1 PBD inh: -11%

What do the screens show for `CCOC(=O)c1[nH]c(C)c(/C(O)=C2\C(=O)C(=O)N(CCN(C)C)C2c2ccc(C)o2)c1C` (stereo not given)?
WRN inhibitor: 9%; EPAC2 antagonist: 10%; MmCpn inh: 0%; EPAC1 antag: 8%; EPAC1 ag: 3%; CCT chaperon mod: -1.4; PLK1 PBD inh: -2%

What do the screens show for `O=C(CSc1nncs1)NNC(=O)c1ccccc1Br`?
WRN inhibitor: -4%; PI5P4Ka inh: 3; EPAC2 antagonist: 9%; MmCpn inh: 0%; EPAC1 antag: -8%; EPAC1 ag: -5%; CCT chaperon mod: -4.0; PLK1 PBD inh: 0%

How did COc1ccc(-n2c(C)c3c(C)nnc(C)c3c2C)cc1OC do in these assays?
WRN inhibitor: 0%; PI5P4Ka inh: 0; EPAC2 antagonist: -8%; EPAC1 antag: -12%; EPAC1 ag: -8%; CCT chaperon mod: 0.6; PLK1 PBD inh: -18%

How did O=C(C1=C[C@H](c2coc3ccccc3c2=O)C[C@H](OCCCCO)O1)N1CCN(Cc2ccc3c(c2)OCO3)CC1 do in these assays?
WRN inhibitor: 0%; PI5P4Ka inh: 0; EPAC2 antagonist: -9%; EPAC1 antag: -3%; EPAC1 ag: 3%; CCT chaperon mod: -3.1; PLK1 PBD inh: -9%

Results for COc1ccc(C2CC(=O)c3c([nH]c(C(=O)OC(C)C)c3C)C2)cc1OC (stereo not given) ?
WRN inhibitor: 0%; PI5P4Ka inh: 1; EPAC2 antagonist: -19%; MmCpn inh: -2%; EPAC1 antag: -19%; EPAC1 ag: -5%; CCT chaperon mod: -0.9; PLK1 PBD inh: -7%

How did COc1ccc2[nH]c3nc(SCC(=O)NC4CC4)nnc3c2c1 do in these assays?
WRN inhibitor: -18%[57.1 µM]; PI5P4Ka inh: 1; EPAC2 antagonist: inconclusive; MmCpn inh: -3%; EPAC1 antag: -13%; EPAC1 ag: -1%; CCT chaperon mod: 1.7; PLK1 PBD inh: -20%

Results for Cc1cc(NC(=O)c2cccc([N+](=O)[O-])c2)n(-c2ccccc2)n1 ?
WRN inhibitor: -10%; PI5P4Ka inh: 14; EPAC2 antagonist: 0%; MmCpn inh: 2%; EPAC1 antag: -7%; EPAC1 ag: -1%; CCT chaperon mod: 0.1; PLK1 PBD inh: 6%

How did CCOC(=O)N1CCN(S(=O)(=O)N2CCCC(C(=O)NCc3ccc(OC)cc3)C2)CC1 (stereo not given) do in these assays?
WRN inhibitor: 14%; PI5P4Ka inh: 4; EPAC2 antagonist: -2%; MmCpn inh: 1%; EPAC1 antag: inconclusive; EPAC1 ag: -12%; CCT chaperon mod: -2.5; PLK1 PBD inh: -19%

What do the screens show for `O=C(CCNC(=O)c1ccco1)Nc1cccc(Br)c1`?
WRN inhibitor: -5%; PI5P4Ka inh: -2; EPAC2 antagonist: 5%; MmCpn inh: -1%; EPAC1 antag: -3%; EPAC1 ag: 6%; CCT chaperon mod: 3.0; PLK1 PBD inh: -1%

Results for Cc1ccc(NC(=O)C(=O)NCc2ccco2)c(C)c1 ?
WRN inhibitor: 12%; PI5P4Ka inh: -4; EPAC2 antagonist: 5%; MmCpn inh: -7%; EPAC1 antag: 16%; EPAC1 ag: 13%; CCT chaperon mod: -0.1; PLK1 PBD inh: -8%

Results for Cc1cccc(C)c1-n1nnnc1C(c1ccnc2ccccc12)N(C)Cc1ccc(Cl)c(Cl)c1 (stereo not given) ?
WRN inhibitor: -1%; PI5P4Ka inh: 6; EPAC2 antagonist: 4%; EPAC1 antag: 3%; EPAC1 ag: 15%; CCT chaperon mod: -0.8; PLK1 PBD inh: -9%

What do the screens show for `CCCCOc1ccc(S(=O)(=O)N2CCCCCC2)cc1`?
WRN inhibitor: -16%; EPAC2 antagonist: -9%; MmCpn inh: 0%; EPAC1 antag: -15%; EPAC1 ag: 13%; CCT chaperon mod: 1.7; PLK1 PBD inh: -3%

What do the screens show for `Oc1ccccc1CN1CCCC(N2CCN(c3cccc(C(F)(F)F)c3)CC2)C1` (stereo not given)?
WRN inhibitor: -4%; PI5P4Ka inh: -15; EPAC2 antagonist: 9%; MmCpn inh: -3%; EPAC1 antag: -4%; EPAC1 ag: -3%; CCT chaperon mod: -1.4; PLK1 PBD inh: -1%

How did Cc1occc1C(=O)Nc1cc(C(C)(C)C)on1 do in these assays?
WRN inhibitor: 3%; EPAC2 antagonist: -4%; MmCpn inh: -1%; EPAC1 antag: 5%; EPAC1 ag: -5%; CCT chaperon mod: -1.9; PLK1 PBD inh: 1%

What do the screens show for `CCOC(=O)N1CCC(NC(=O)C(Cc2ccccc2)NC(=O)C2CCCCC2)CC1` (stereo not given)?
WRN inhibitor: -2%; PI5P4Ka inh: -2; EPAC2 antagonist: -4%; MmCpn inh: 0%; EPAC1 antag: -6%; EPAC1 ag: 3%; CCT chaperon mod: -0.1; PLK1 PBD inh: -3%

Results for NC(=O)C[n+]1cccc(C(=O)Nc2ccccc2)c1 ?
WRN inhibitor: -34%; PI5P4Ka inh: 2; EPAC2 antagonist: -1%; MmCpn inh: -3%; EPAC1 antag: -8%; EPAC1 ag: 0%; CCT chaperon mod: 0.2; PLK1 PBD inh: -5%

Results for Cc1cccc(NC(=O)C[n+]2ccccc2)c1 ?
WRN inhibitor: -30%; PI5P4Ka inh: 6; EPAC2 antagonist: 3%; MmCpn inh: -4%; EPAC1 antag: 0%; EPAC1 ag: 6%; CCT chaperon mod: -5.2; PLK1 PBD inh: -5%

What do the screens show for `Cc1cc(C(=O)CSc2n[nH]c(N)n2)c(C)n1-c1ccc(F)cc1`?
WRN inhibitor: 7%; EPAC2 antagonist: 2%; MmCpn inh: 0%; EPAC1 antag: -7%; EPAC1 ag: 6%; CCT chaperon mod: -3.2; PLK1 PBD inh: -8%

Results for CCOC(=O)C(=CNc1ccc(C)cc1C)C(=O)OCC ?
WRN inhibitor: -7%; PI5P4Ka inh: 0; EPAC2 antagonist: 7%; MmCpn inh: -2%; EPAC1 antag: -6%; EPAC1 ag: 3%; CCT chaperon mod: -0.7; PLK1 PBD inh: -3%

Results for Cc1cc(C(F)(F)F)n2nc(C(=O)O)c(Cl)c2n1 ?
WRN inhibitor: -15%; PI5P4Ka inh: -7; EPAC2 antagonist: -1%; MmCpn inh: 2%; EPAC1 antag: -1%; EPAC1 ag: -1%; CCT chaperon mod: -2.7; PLK1 PBD inh: -2%

Results for COc1ccc2c(c1)C1CC(C)(NC(=O)C1S(=O)(=O)c1ccc(F)cc1)O2 (stereo not given) ?
WRN inhibitor: -9%; PI5P4Ka inh: -6; EPAC2 antagonist: 15%; MmCpn inh: 1%; EPAC1 antag: 25%; EPAC1 ag: -1%; CCT chaperon mod: -0.7; PLK1 PBD inh: 3%

What do the screens show for `Cc1cc(=O)oc2cc(OCc3ccc(S(=O)(=O)N4CCOCC4)cc3)ccc12`?
WRN inhibitor: -2%; EPAC2 antagonist: -5%; MmCpn inh: 0%; EPAC1 antag: inconclusive; EPAC1 ag: 6%; CCT chaperon mod: -3.3; PLK1 PBD inh: -15%

Among those listed so far, these have a CF3 group.
What do the screens show for `Oc1ccccc1CN1CCCC(N2CCN(c3cccc(C(F)(F)F)c3)CC2)C1` (stereo not given)?
WRN inhibitor: -4%; PI5P4Ka inh: -15; EPAC2 antagonist: 9%; MmCpn inh: -3%; EPAC1 antag: -4%; EPAC1 ag: -3%; CCT chaperon mod: -1.4; PLK1 PBD inh: -1%

Results for Cc1cc(C(F)(F)F)n2nc(C(=O)O)c(Cl)c2n1 ?
WRN inhibitor: -15%; PI5P4Ka inh: -7; EPAC2 antagonist: -1%; MmCpn inh: 2%; EPAC1 antag: -1%; EPAC1 ag: -1%; CCT chaperon mod: -2.7; PLK1 PBD inh: -2%
